# PTAP TSG101 blk – blocks PTAP/TSG101 interaction to inhibit HIV-1 budding. Q99816. Fluorescence polarization, FITC-PTAP peptide / Tsg101 binding. Potency, µM (top dose mostly 115 µM), without a hit: at the highest dose activity change, negative = inhibition, usual class: inhibitors. 340,000 tested, under 10 active; active = well fitted inhibition curve with a large enough effect in the main read-out, with a control signal flat, not every such curve was filed as active; inconclusive = small, poorly fitted or top-dose-only effect, or effect the other way, or a change in a side signal; inactive = no such curve, though single readings can be large or run the other way; also: potency is read from the fitted curve at half-maximal effect; % of control where 0% means no effect
#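 Fluorescence anisotropy tracks displacement of a FITC-tagged PTAP peptide (50 nM) from the Tsg101 binding domain (10 uM), following a 20 min room-temperature incubation at pH 7.5.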
# Menin MLL FP TR – inhibitors of human menin-MLL interaction, mutant MLL peptide | O00255 | Menin + Texas Red MLL mutant peptide, fluorescence polarization | Potency, µM (doses to about 61.6 µM), inactives show top-dose FP activity change, negative = inhibition, usual class: inhibitors | 270,000 compounds, 0.23% hits | AID 1768; active = well fitted inhibition curve with a large enough effect in the polarisation, with a control signal flat, not every such curve was filed as active; inconclusive = small, poorly fitted or top-dose-only effect, or effect the other way, or a change in a side signal; inactive = no such curve, though single readings can be large or run the other way; the % refers to the polarisation; also: potency is read from the fitted curve at half-maximal effect; % of control where 0% means no effect; many of its hits are not listed in these tables
# TCR activator – activators of T cell receptors; Potency, µM (series often up to 9.22 µM), for the others: at the top dose activation of IL-2 secretion, actives largely listed as activators; 330,000 tested, under 10 active; primary human leukocytes, anti-CD3, IL-2 HTRF, 48 h; AID 504894; also: % of control where 0% means no effect
#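 Activity was scored as IL-2 release from primary human leukocytes given only a TCR signal (a-CD3 beads) plus compound for 48 hr. Detection used a two-antibody HTRF format read at 665nm.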
# Mito fusion yeast – inhibitors of mitochondrial division or activators of mitochondrial fusion | S. cerevisiae fusion-defective mutant growth rescue, CellTiterGlo 48 h | 320,000 compounds, 0.23% hits | Potency, µM (doses to about 46.1 µM), for inactives: top-dose growth rescue (activation), actives largely listed as activators;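 also: potency is read from the fitted curve at half-maximal effect; % of control where 0% means no effect; nearly all actives have a fitted effect of over 45% in size; temperature-sensitive fusion mutants such as fzo1-1 at 37 °C on non-fermentable ethanol glycerol medium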
#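 Yeast fusion mutant, YPEG (non-fermentable carbon), compound, 48 h at 37C non-permissive; CellTiterGlo added, 10 min RT, luminescence read. Rescued growth = division inhibition.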
# A-T KAP1 phos – candidate therapy for ataxia-telangiectasia. […] A-T fibroblasts, KAP-1 phosphorylation AlphaLISA; neocarzinostatin DNA damage 30 min before lysis. AID 485349. Potency, µM (highest dose often 57.5 µM), for the others: top-dose activation, actives largely listed as activators. 320,000 compounds, 0.19% hits; also: potency is read from the fitted curve at half-maximal effect; % of control where 0% means no effect; nearly all actives have a fitted effect of over 45% in size
#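 hTERT-immortalized A-T patient fibroblasts ([…]), 500 cells/well in OPTI-MEM, 1% FBS, got compounds for 60 min, then NCS for 30 min at 37C. Lysates were then assayed for phospho-KAP-1 by AlphaLISA (anti-pKAP1 donor, anti-KAP1 acceptor beads), 6 hr at 25C.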
# S-ASM inh – human S-ASM enzyme inhibition | Potency, µM (highest dose often 57.5 µM), for inactives: at the highest dose activity change, negative = inhibition, most hits filed as inhibitors | P17405 | placental ASM, HMU-PC fluorogenic substrate, 60 min | 340,000 compounds, 0.006% hits; also: potency is read from the fitted curve at half-maximal effect
#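 Fluorescence read-out (Ex 386 nm, Em 447 nm) after stopping the reaction at pH 10. Enzyme: ASM from human placenta; substrate HMU-PC0, 9 uM final; 60 min, 37 °C. Compound preincubation 10 min, ambient temperature.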
# a7 integrin act – integrin-mediated muscular dystrophy alleviation activation; alpha7betagal myoblasts, beta-gal FDG fluorescence, 48 h; AID 624291; 350,000 compounds, 0.064% hits; Potency, µM (top dose mostly 38.3 µM), for inactives: at the highest dose activation, hits mostly activators;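 also: potency is read from the fitted curve at half-maximal effect; 100% = response of the positive control SU9516; nearly all actives have a fitted effect of over 60% in size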
#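 alpha7betagal+/- myoblasts (passage 13, 250/well) treated 48 h at 37C with compounds at 1:260 dilution of DMSO stock. Lysed, then beta-galactosidase activity read as FDG fluorescence (ex 480/em 540) after 30 min, with pre-read for autofluorescence.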
# MBNL1-CUG inh – MBNL1-poly(CUG) RNA binding inhibition; Potency, µM (series often up to 57.5 µM), without a hit: at the highest dose activity change, negative = inhibition, hits mostly inhibitors; Q9NR56; TR-FRET MBNL1-His/biotin-(CUG)12 binding, 665/545 ratio; AID 2675; 280,000 compounds, 0.036% hits; active = well fitted inhibition curve with a large enough effect in the signal ratio, with a control signal flat, not every such curve was filed as active; inconclusive = small, poorly fitted or top-dose-only effect, or effect the other way, or a change in a side signal; inactive = no such curve, though single readings can be large or run the other way; the % refers to the signal ratio; also: potency is read from the fitted curve at half-maximal effect; % is scaled to controls: 0 for no effect and ±100 for the full control effect
#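 TR-FRET readout: Ex 340 nm, 665/545 nm emission ratio, normalized to buffer-only (basal) and MBNL1-(CUG)12 controls. Complex of MBNL1-His with Biotin-(CUG)12, compounds 92 nM–58 uM, incubated 60 min at room temperature.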
# CXXC DNA block – blocks binding of human MLL CXXC domain to DNA; Q03164; MLL-CXXC / FITC-HOXA9 DNA fluorescence polarization; Potency, µM (doses to about 115 µM), inactives show top-dose activity change, negative = inhibition, hits mostly inhibitors; 290,000 compounds, 0.037% hits; active = well fitted inhibition curve with a large enough effect in the polarisation, with a control signal flat, not every such curve was filed as active; inconclusive = small, poorly fitted or top-dose-only effect, or effect the other way, or a change in a side signal; inactive = no such curve, though single readings can be large or run the other way; the % refers to the polarisation; also: potency is read from the fitted curve at half-maximal effect
#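 Purified MLL-CXXC (added from a 7 uM solution) was preincubated 5 min at ambient with pinned compounds in 50 mM Tris-HCl pH 7.5, 50 mM NaCl, 1 mM DTT, 0.05% BSA. Fluorescein-labeled HOX-A9 DNA (50 nM solution) followed, 30 min, then polarization read.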
# TSHR antag – human thyrotropin receptor antagonism; 330,000 compounds, 0.2% hits; activity change, negative = inhibition, % at 11.5 µM; TSHR-expressing cells, TSH-stimulated cAMP HTRF, 2 h; hits give low values; AID 504810; P16473;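 active = activity change below a set negative limit, meaning inhibition stronger than a set level, cut at about -70% in these data; inconclusive = activity change between two set negative limits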; also: % is scaled to controls: 0 for no effect and ±100 for the full control effect
# Target sequence (P16473 whole entry, looked up): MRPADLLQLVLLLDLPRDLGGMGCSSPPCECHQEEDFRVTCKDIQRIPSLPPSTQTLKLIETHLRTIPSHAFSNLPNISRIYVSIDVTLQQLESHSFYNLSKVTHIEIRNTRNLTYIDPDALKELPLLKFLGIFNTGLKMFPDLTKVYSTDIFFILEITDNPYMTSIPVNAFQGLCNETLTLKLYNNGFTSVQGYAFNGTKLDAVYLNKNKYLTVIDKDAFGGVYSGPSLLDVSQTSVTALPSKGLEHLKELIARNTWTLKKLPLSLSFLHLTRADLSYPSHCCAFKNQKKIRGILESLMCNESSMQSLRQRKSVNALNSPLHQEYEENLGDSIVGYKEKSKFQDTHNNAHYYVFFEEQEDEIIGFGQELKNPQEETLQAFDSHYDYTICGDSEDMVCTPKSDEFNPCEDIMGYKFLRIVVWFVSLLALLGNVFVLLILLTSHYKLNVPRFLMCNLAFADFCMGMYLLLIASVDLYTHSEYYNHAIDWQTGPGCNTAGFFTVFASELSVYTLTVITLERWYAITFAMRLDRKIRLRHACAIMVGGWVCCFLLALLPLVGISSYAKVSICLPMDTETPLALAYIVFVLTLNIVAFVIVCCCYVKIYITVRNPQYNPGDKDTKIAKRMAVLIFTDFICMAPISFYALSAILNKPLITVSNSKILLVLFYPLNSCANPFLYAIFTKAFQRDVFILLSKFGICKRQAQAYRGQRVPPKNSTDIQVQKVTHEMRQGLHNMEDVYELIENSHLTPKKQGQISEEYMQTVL
#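 Competitive HTRF cAMP read-out (cryptate anti-cAMP antibody, cAMP-d2; 30 min, room temperature) in freshly harvested TSHR cells. Compounds added before TSH at EC80 (4nM final), followed by 2 hours' incubation at 37 deg C.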
# * = called active by the depositor; u = inconclusive; x = not tested or not shown; [ ] = another dose, or the depositor's remark. Unless noted, calls follow the shape of the dose curve; as a rule, active = well fitted curve in the direction sought with a large enough effect; inconclusive = small, poorly fitted or top-dose-only effect, or another doubt; inactive = no such curve, though single readings can be large; an effect the other way counts as inactive or inconclusive. Some of the compounds tested (hit frequency here may not be typical).
item	SMILES	PTAP TSG101 blk	Menin MLL FP TR	TCR activator	Mito fusion yeast	A-T KAP1 phos	S-ASM inh	a7 integrin act	MBNL1-CUG inh	CXXC DNA block	TSHR antag
1	CC(C)(C)NS(=O)(=O)c1ccc(NC(=S)NC(=O)C2CCC2)cc1	-6.2%	x	x	-2.2%	8.2%	-1.6%	17.9%	-8.2%	20.2%	-8.7
2	CCc1ccccc1NC(=O)CCCN1C(=O)C2CC=CCC2C1=O (stereo not drawn)	x	x	-4.3%	-0.6%	11.1%	1.1%	7.4%	-1.0%	0.0%	-0.4
3	CC(=O)c1cccc(OCCN2C(=O)NC(C)(C)C2=O)c1	-5.8%	-1.7%	x	-3.5%	1.0%	1.3%	-5.2%[7.66 µM]	1.1%	13.5%	1.1
4	O=C(CCC(=O)N(CC(=O)NC1CCCCC1)Cc1ccccc1)Nc1ccccn1	-3.2%	u	6.5%	23.1%	4.3%	4.7%	0.4%	u	9.7%	10.7
5	COc1ccc(C(C)(C)C)cc1NC(=O)CCN1C(=O)C2CCCCC2C1=O (stereo not drawn)	-5.5%	x	-7.6%	2.2%	3.6%	0.7%	10.3%	x	x	-6.0
6	C=CCNc1nc2c(c(=O)[nH]c(=O)n2C)n1CCOc1ccccc1	-0.1%	-10.2%	x	1.0%	11.8%	-1.3%	-23.9%	-4.1%	-0.8%	-15.8
7	CCCc1c(O)c2ccccc2n(-c2ccccc2)c1=O	-8.3%	x	-1.6%	-21.9%	4.2%	3.1%	-14.1%	12.9%	-0.1%	16.0
8	CCCCNC(=O)c1oc2ccc(S(=O)(=O)N3CCCC3)cc2c1C	0.1%	-8.5%	1.1%	15.8%	-4.1%	3.9%	4.1%	-5.7%	13.6%	-13.4
9	CN(c1ccc(OCC(=O)N2CCCC2)cc1)S(=O)(=O)c1ccc(Cl)cc1	-4.2%	x	15.0%	10.2%	6.5%	-1.0%	-4.1%	x	x	2.0
10	Cc1ccc(C)c(NC(=O)CCCCCN2C(=O)[C@@H]3Cc4ccccc4CN3C2=O)c1	-3.8%	-14.2%	-2.3%	0.6%	2.9%	-0.4%	3.9%	-8.8%	1.3%	22.7
11	NC(=O)C1=C[C@@H](c2ccccc2)C[C@@H](OCc2ccc(CO)cc2)O1	x	1.5%	-15.0%	1.2%	-3.7%	4.8%	12.3%	13.7%	-1.9%	-2.4
12	COC(=O)C1=C(C(=O)OC)[C@@H]2N(C)c3ccc(OC)cc3[C@@]23C[C@@H](C(=O)OC)N(C(=O)CC(C)C)C3=N1	-4.8%	-16.6%[11.7 µM]	0.6%	x	x	-5.9%	-40.3%	x	x	x
13	O=C(N/N=C/c1c(O)ccc2ccccc12)c1ccc[n+](CCO)c1	-0.9%	6.4%	-4.7%	-7.6%	1.9%	-1.6%	5.7%	u	34.9%[activator]	-15.8
14	CC(C)(C)NC(=O)C1(N2C(=O)c3ccccc3C2=O)CCCC1	0.4%	x	-0.7%	x	x	5.4%	4.9%	x	x	x
15	CCOC(=O)c1cc2c(=O)n3ccccc3nc2n(CCOC)c1=NC(=O)c1ccncc1	-5.9%	14.5%	-2.7%	2.5%	6.1%	x	-7.3%	u	1.4%	-11.3
16	CN(C(=O)COC(=O)c1cc([N+](=O)[O-])ccc1Sc1ccccc1)C1CCS(=O)(=O)C1 (stereo not drawn)	-3.4%	0.5%	-0.2%	-3.8%	0.5%	-7.9%	-1.7%	u	-5.4%	-8.1
17	CCC(C)Cn1c(C(C)C)nc2ccccc21 (stereo not drawn)	-5.2%	-28.4%	-6.0%	-2.6%	1.4%	2.5%	13.6%	-5.5%	-7.5%	8.5
18	COc1ccc(/C=N/NC(=O)c2cccc(Br)c2)cc1COc1ccccn1	-2.7%	x	0.7%	3.7%	-5.1%	-0.9%	15.8%	12.6%	41.3%[activator]	2.1
19	CCOC(=O)c1c(C)nc2sc(C(N)=O)c(N)c2c1-c1ccccc1	-5.8%	-2.0%	2.4%	7.3%	-0.8%	-1.7%	-4.4%	28.3%	-24.2%	1.0
20	CCCCCCCC(=O)NNC(=O)c1ccc(F)cc1	-7.4%	7.4%	7.4%	-1.9%	14.4%	-1.8%	12.9%	4.9%	9.2%	5.0
21	CC12CCC(=O)N1C(C(=O)N1CCN(S(=O)(=O)c3cccc(C(F)(F)F)c3)CC1)CS2 (stereo not drawn)	0.1%	x	5.6%	-2.2%	x	1.5%	-10.0%	x	x	-3.8
22	O=C(CN1C(=O)NC2(CCCC2)C1=O)Nc1cc(C(F)(F)F)ccc1N1CCOCC1	-0.1%	x	3.7%	x	12.9%	-1.5%	27.1%	x	x	-15.1
23	Cc1cccc(CCNC(=O)C2CCN(S(=O)(=O)c3cccc4cccnc34)CC2)c1	-5.8%	x	0.7%	-0.4%	-2.9%	-2.3%	13.9%	1.3%	-1.6%	7.3
24	Cc1ccc(C(=O)C2Oc3ccccc3C3CC(c4ccc(C)cc4)=NN23)cc1 (stereo not drawn)	-2.4%	-15.0%	1.5%[46.1 µM]	20.5%	3.2%	-3.2%	-5.2%	-14.9%	4.5%	25.6
25	COc1ccccc1-n1c(SCC(=O)c2ccc(O)cc2O)nc2cc([N+](=O)[O-])ccc21	-0.6%	u	-10.0%[46.1 µM]	-3.0%	-4.5%	-13.2%	16.5%	x	-7.6%	34.3
26	Cc1ccc(CNC(=O)c2cccnc2Cl)cc1	-0.3%	4.2%	1.3%	-1.6%	0.8%	1.7%	7.5%	-5.0%	3.4%	7.3
27	COc1cc(-c2cn(S(=O)(=O)c3cccc4nsnc34)nc2N)cc(OC)c1OC	-4.2%	13.5%	-3.9%	0.0%	-1.6%	-3.8%	21.0%	u	5.5%	67.2
28	O=C(Nc1nc2ccccc2[nH]1)c1ccc(Br)o1	-2.2%	2.9%	-1.0%	-6.4%	-3.2%	1.2%	-31.8%	2.3%	-6.0%	-0.2
29	CN1CCN(C(=S)NC(=O)c2ccc(Br)cc2)CC1	-4.1%	x	-5.8%	-3.5%	9.5%	-8.1%	9.6%	2.1%	0.7%	-3.8
30	O=C(NCc1ccccc1)c1c(Cl)nc(Cl)c(Cl)c1Cl	-4.6%	u	-7.5%	-30.9%	-5.4%	-3.1%	-2.9%	10.1%	-1.3%	u
31	CCCNC(=O)c1ccc(N2CCC3(CC2)CC(c2cccc(Br)c2)=NO3)c(NC(=O)c2ccco2)c1	1.9%	x	-0.4%	2.8%	10.6%	-2.7%	-3.5%	x	x	-17.2
32	CC1(c2nnc(Cc3ccccc3)o2)CC(c2cccc(Cl)c2)=NO1 (stereo not drawn)	0.3%	x	1.9%	23.4%	12.9%	-11.6%	3.2%	1.2%	10.2%	3.4
33	COc1cc(C2=NOC(C(=O)NCc3cccnc3)C2)cc(OC)c1OC (stereo not drawn)	0.1%	-9.3%	-4.4%	0.7%	1.0%	-5.8%	-24.4%	5.2%	-5.2%	1.5
34	Cc1ccc(OCC(=O)Nc2ccc(-c3nc4ncccc4o3)cc2)cc1	-1.4%	10.2%	-4.2%	-0.3%	6.7%	5.0%	-11.5%	10.0%	20.7%	-3.4
35	N#C/C(C(=O)Oc1ccccc1)=C1/Nc2ccccc2-c2ccccc21	-0.7%	-25.1%	1.6%	2.9%	-3.5%	168.9%[activator]	5.5%	2.1%	19.2%	9.0
36	CCOc1ccccc1OCC(=O)Nc1cccc(S(=O)(=O)NC2=NCCCCC2)c1	-5.5%	x	2.0%	-5.1%	1.2%	1.2%	-19.2%	x	x	-1.6
37	COc1ccc(CN2CCCC2C(=O)Nc2ccc(OC)c(OC)c2)cc1OC (stereo not drawn)	-7.8%	-3.6%	-0.4%	1.5%	8.0%	0.1%	6.6%	4.1%	5.2%	1.7
38	COc1ccccc1C(C)NC(=O)CCNC(=O)c1ccc(Cl)cc1 (stereo not drawn)	-3.1%	x	11.5%	x	7.1%	4.6%	-31.0%	x	x	37.2
39	CCOC(=O)c1c(NC(=O)COC(=O)c2ccccn2)sc(C(=O)N(C)C)c1C	4.0%	x	6.3%	-6.0%	8.4%	2.0%	-5.8%	x	x	-7.8
40	CCN(CC)S(=O)(=O)c1ccc(N2CCOCC2)c(NC(=O)C2CCCO2)c1 (stereo not drawn)	1.7%	x	-4.8%	0.3%	0.0%	0.1%	-32.8%	9.3%	-29.1%	0.7

# Screening results from PubChem BioAssay.
